High-throughput results: PubChem BioAssay, several laboratories
IL1B NFkB inh = blocks IL-1B driven NFkB nuclear translocation in HUVEC cells; HUVEC IL-1B NFkB p65 nuclear translocation imaging; inhibition, % at 2 µM; actives 0.43% (n = 94,000); AID 796;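 active means inhibition above about 30% together with a positive call from visual inspection of the well image, limit read from the data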;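 further: nuclear over cytoplasmic p65 intensity ratio measured by imaging; 0% = IL-1B stimulated DMSO wells and 100% = unstimulated DMSO wells; values of inactives mirror those of a sister screen read the other way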
NFkB transloc pot = enhances IL-1B driven NFkB nuclear translocation. HUVEC IL-1B NFkB p65 nuclear translocation imaging. activation, % at 2 µM. actives 0.3% (n = 94,000);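 active means activation above 40%, about the mean plus 3 SD, also judged a hit on visual image review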;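 further: percent activation is computed from the nuclear over cytoplasmic p65 intensity ratio; values of inactives mirror those of a sister screen read the other way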
PLAP inhibition = inhibition of human placental alkaline phosphatase – biochemical, luminescence, HTS (AID 690); actives 0.08% (n = 96,000); inhibition, % at 20 µM; hits with a dose series show IC50 in µM; purified PLAP, luminescent substrate; higher % means a stronger effect; in the data active means a potency from the dose series; inactive means the rest, 99 in 100 with inhibition below about 30%; further: strong numbers were not always called active
MRP resist rev = compounds reversing MRP-mediated drug resistance. differential viability (reversal), % at 10 µM. H69AR cells + 2 uM doxorubicin, CellTiter-Glo, 72 h. actives 0.04% (n = 85,000). AID 602;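 active means viability drop by adding the cancer drug above about 55%, with treated viability meeting a 40% cutoff, limit read from the data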;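 further: viability without doxorubicin minus viability with 2 µM doxorubicin for each compound; larger differential means the compound sensitizes cells more to doxorubicin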
Bcl-B displacement = displacers of TR3 peptide from Bcl-B, primary screen, selectivity assay for Bfl-1 inhibitor project, biochemical, fluorescence polarization; displacement, % at 20 µM, or IC50 in µM where a hit was titrated; FP displacement of FITC-TR3 peptide from Bcl-B; higher % means a stronger effect; AID 748; actives 0.11% (n = 96,000);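 active means displacement above 50% at 20 µM plus a fluorescence interference ratio under 1.5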;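 further: plate controls were wells without compound for no effect and wells lacking Bcl-B protein for full effect; a part of the inactive calls stands beside numbers as strong as those of hits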
MRP resist rev cytotoxicity = second read-out of MRP resist rev, no call of its own (marks repeat the call); viability, %; H69AR cells, CellTiter-Glo, 72 h; measured here: cytotoxicity without doxorubicin
MRP resist rev with doxorubicin = also measured in MRP resist rev; calls as there; viability, %; measured here: viability with 2 uM doxorubicin; active compounds read low
IL1B NFkB inh cell count 2 µM = recorded beside IL1B NFkB inh, whose call it bears; cell count; measured here: cells passing quality filter;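 raw number of nuclei counted in each imaged well without normalization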
NFkB transloc pot cell count 2 µM = further read-out of NFkB transloc pot, marked with its call; cell count; measured here: cells passing quality filter
An asterisk follows results filed as active.

Results for CCOC(=O)c1ccc(OCC(=O)c2ccc(O)cc2O)cc1 ?
IL1B NFkB inh: -31; NFkB transloc pot: 31; PLAP inhibition: -1%; MRP resist rev: -1; Bcl-B displacement: -1%; MRP resist rev cytotoxicity: 90; MRP resist rev with doxorubicin: 91; IL1B NFkB inh cell count 2 µM: 92; NFkB transloc pot cell count 2 µM: 92

Results for CC(C)[C@@H](C(=O)NCC1CCC(C(=O)O)CC1)n1nnc2ccccc2c1=O (some centres not stated) ?
IL1B NFkB inh: -14; NFkB transloc pot: 14; PLAP inhibition: -43%; Bcl-B displacement: -4%; IL1B NFkB inh cell count 2 µM: 129; NFkB transloc pot cell count 2 µM: 129

What do the screens show for `CCOc1ccccc1C(=O)Nc1cccc(-c2nnc(-c3ccccc3)o2)c1`?
IL1B NFkB inh: -4; NFkB transloc pot: 4; PLAP inhibition: -14%; MRP resist rev: -1; Bcl-B displacement: -14%; MRP resist rev cytotoxicity: 9; MRP resist rev with doxorubicin: 10; IL1B NFkB inh cell count 2 µM: 168; NFkB transloc pot cell count 2 µM: 168

What do the screens show for `COc1ccc(-n2nc(C(=O)NCc3ccco3)c3c4ccccc4n(C)c3c2=O)cc1Cl`?
PLAP inhibition: 4%; MRP resist rev: -5; Bcl-B displacement: -5%; MRP resist rev cytotoxicity: 25; MRP resist rev with doxorubicin: 30

What do the screens show for `C=CCn1c(=N)n(CC(O)c2ccco2)c2ccccc21` (configuration not stated)?
IL1B NFkB inh: -18; NFkB transloc pot: 18; PLAP inhibition: -6%; MRP resist rev: 2; Bcl-B displacement: 36%; MRP resist rev cytotoxicity: 89; MRP resist rev with doxorubicin: 87; IL1B NFkB inh cell count 2 µM: 118; NFkB transloc pot cell count 2 µM: 118

How did O=C(Nc1cc(C(F)(F)F)ccc1F)C1CCCC1 do in these assays?
IL1B NFkB inh: 5; NFkB transloc pot: -5; PLAP inhibition: 6%; MRP resist rev: -16; Bcl-B displacement: 1%; MRP resist rev cytotoxicity: 89; MRP resist rev with doxorubicin: 105; IL1B NFkB inh cell count 2 µM: 152; NFkB transloc pot cell count 2 µM: 152

How did O=C(NC1CCCc2ccccc21)C1CCC(CNS(=O)(=O)c2cccc3nsnc23)CC1 (configuration not stated) do in these assays?
IL1B NFkB inh: -10; NFkB transloc pot: 10; PLAP inhibition: 10%; MRP resist rev: 11; Bcl-B displacement: -18%; MRP resist rev cytotoxicity: 73; MRP resist rev with doxorubicin: 63; IL1B NFkB inh cell count 2 µM: 198; NFkB transloc pot cell count 2 µM: 198

What do the screens show for `CCOC(=O)c1[nH]c2ccccc2c1NC(=O)CN1CCCCC1`?
IL1B NFkB inh: 7; NFkB transloc pot: -7; PLAP inhibition: 0%; MRP resist rev: -20; Bcl-B displacement: -6%; MRP resist rev cytotoxicity: 75; MRP resist rev with doxorubicin: 95; IL1B NFkB inh cell count 2 µM: 176; NFkB transloc pot cell count 2 µM: 176

How did COc1cccc(C=Nc2ccccc2C(=O)Nc2nccs2)c1OC do in these assays?
IL1B NFkB inh: 3; NFkB transloc pot: -3; PLAP inhibition: 2%; Bcl-B displacement: -11%; IL1B NFkB inh cell count 2 µM: 169; NFkB transloc pot cell count 2 µM: 169

Results for CCCCOc1ccccc1NC(=O)CC1SC(=NCC)N(CC)C1=O (configuration not stated) ?
IL1B NFkB inh: -10; NFkB transloc pot: 10; PLAP inhibition: -33%; MRP resist rev: 5; Bcl-B displacement: -4%; MRP resist rev cytotoxicity: 92; MRP resist rev with doxorubicin: 87; IL1B NFkB inh cell count 2 µM: 188; NFkB transloc pot cell count 2 µM: 188

What do the screens show for `O=C(Cn1nnc2c(cnn2-c2ccc(F)cc2)c1=O)OC1CCCCC1`?
IL1B NFkB inh: 2; NFkB transloc pot: -2; PLAP inhibition: -27%; MRP resist rev: -2; Bcl-B displacement: 8%; MRP resist rev cytotoxicity: 91; MRP resist rev with doxorubicin: 93; IL1B NFkB inh cell count 2 µM: 102; NFkB transloc pot cell count 2 µM: 102

Results for CC(=O)c1c(C)n(C)c2ccc(OC(=O)c3ccco3)cc12 ?
IL1B NFkB inh: -1; NFkB transloc pot: 1; PLAP inhibition: 18%; MRP resist rev: 1; Bcl-B displacement: -52%; MRP resist rev cytotoxicity: 89; MRP resist rev with doxorubicin: 88; IL1B NFkB inh cell count 2 µM: 106; NFkB transloc pot cell count 2 µM: 106

How did N#CCCC12CCCCC1=Nc1ccccc12 (configuration not stated) do in these assays?
PLAP inhibition: 6%; MRP resist rev: 6; Bcl-B displacement: 7%; MRP resist rev cytotoxicity: 95; MRP resist rev with doxorubicin: 89

What do the screens show for `COCCNC(=O)COC(=O)/C=C/c1cnc2ccccc2n1`?
IL1B NFkB inh: 12; NFkB transloc pot: -12; PLAP inhibition: -11%; MRP resist rev: 3; Bcl-B displacement: 148%; MRP resist rev cytotoxicity: 98; MRP resist rev with doxorubicin: 95; IL1B NFkB inh cell count 2 µM: 115; NFkB transloc pot cell count 2 µM: 115

How did Cn1ncc(Br)c1C(=O)Nc1ccc(Cl)cn1 do in these assays?
PLAP inhibition: 14%; MRP resist rev: -1; Bcl-B displacement: -6%; MRP resist rev cytotoxicity: 69; MRP resist rev with doxorubicin: 70

Results for CCn1c(SCC(=O)Nc2nc3ccc(C)cc3s2)nc2c(c1=O)SC(C)C2 (configuration not stated) ?
IL1B NFkB inh: 9; NFkB transloc pot: -9; PLAP inhibition: -21%; MRP resist rev: -21; Bcl-B displacement: 0%; MRP resist rev cytotoxicity: 55; MRP resist rev with doxorubicin: 76; IL1B NFkB inh cell count 2 µM: 104; NFkB transloc pot cell count 2 µM: 104

What do the screens show for `O=[N+]([O-])c1cccc(-c2nnn(C34CC5CC(CC(C5)C3)C4)n2)c1`?
IL1B NFkB inh: -1; NFkB transloc pot: 1; PLAP inhibition: -12%; Bcl-B displacement: 14%; IL1B NFkB inh cell count 2 µM: 143; NFkB transloc pot cell count 2 µM: 143

Results for CCc1cccc(NC(=O)C2CCCC2)c1 ?
IL1B NFkB inh: -6; NFkB transloc pot: 6; PLAP inhibition: 14%; MRP resist rev: -4; Bcl-B displacement: -5%; MRP resist rev cytotoxicity: 78; MRP resist rev with doxorubicin: 83; IL1B NFkB inh cell count 2 µM: 96; NFkB transloc pot cell count 2 µM: 96

Results for CN1CCc2c(sc(NC(=O)c3ccc(S(=O)(=O)N4CCOCC4)cc3)c2C(N)=O)C1 ?
PLAP inhibition: -29%; MRP resist rev: -2; Bcl-B displacement: -12%; MRP resist rev cytotoxicity: 86; MRP resist rev with doxorubicin: 88

What do the screens show for `O=C(O)CSc1nnc(CNc2ccccc2Cl)n1-c1ccccc1`?
IL1B NFkB inh: -17; NFkB transloc pot: 17; PLAP inhibition: -38%; MRP resist rev: -7; Bcl-B displacement: -12%; MRP resist rev cytotoxicity: 88; MRP resist rev with doxorubicin: 95; IL1B NFkB inh cell count 2 µM: 149; NFkB transloc pot cell count 2 µM: 149

3 entries already listed, sorted by SMILES length, descending.
Results for CC(=O)c1c(C)n(C)c2ccc(OC(=O)c3ccco3)cc12 ?
IL1B NFkB inh: -1; NFkB transloc pot: 1; PLAP inhibition: 18%; MRP resist rev: 1; Bcl-B displacement: -52%; MRP resist rev cytotoxicity: 89; MRP resist rev with doxorubicin: 88; IL1B NFkB inh cell count 2 µM: 106; NFkB transloc pot cell count 2 µM: 106

What do the screens show for `COCCNC(=O)COC(=O)/C=C/c1cnc2ccccc2n1`?
IL1B NFkB inh: 12; NFkB transloc pot: -12; PLAP inhibition: -11%; MRP resist rev: 3; Bcl-B displacement: 148%; MRP resist rev cytotoxicity: 98; MRP resist rev with doxorubicin: 95; IL1B NFkB inh cell count 2 µM: 115; NFkB transloc pot cell count 2 µM: 115

Results for CCc1cccc(NC(=O)C2CCCC2)c1 ?
IL1B NFkB inh: -6; NFkB transloc pot: 6; PLAP inhibition: 14%; MRP resist rev: -4; Bcl-B displacement: -5%; MRP resist rev cytotoxicity: 78; MRP resist rev with doxorubicin: 83; IL1B NFkB inh cell count 2 µM: 96; NFkB transloc pot cell count 2 µM: 96

Next section:
Results for Cc1nnsc1SCCNC(=O)c1c(F)cccc1F ?
IL1B NFkB inh: -11; NFkB transloc pot: 11; PLAP inhibition: 9%; Bcl-B displacement: -2%; IL1B NFkB inh cell count 2 µM: 130; NFkB transloc pot cell count 2 µM: 130

Results for Cc1ccc(Nc2nc(N3CCOCC3)nc(N3CCOCC3)n2)cc1 ?
IL1B NFkB inh: -12; NFkB transloc pot: 12; PLAP inhibition: 4%; Bcl-B displacement: 7%; IL1B NFkB inh cell count 2 µM: 67; NFkB transloc pot cell count 2 µM: 67

What do the screens show for `Cc1ccc(C2N(c3cccc(Cl)c3)C(=O)C3CCCN32)o1` (configuration not stated)?
IL1B NFkB inh: 8; NFkB transloc pot: -8; PLAP inhibition: -26%; MRP resist rev: -3; Bcl-B displacement: -28%; MRP resist rev cytotoxicity: 98; MRP resist rev with doxorubicin: 100; IL1B NFkB inh cell count 2 µM: 176; NFkB transloc pot cell count 2 µM: 176

How did CCCn1c(=NC(=O)c2ccco2)c(C(=O)OCC)cc2c(=O)n3ccccc3nc21 do in these assays?
IL1B NFkB inh: -13; NFkB transloc pot: 13; PLAP inhibition: -23%; MRP resist rev: 6; Bcl-B displacement: 1%; MRP resist rev cytotoxicity: 51; MRP resist rev with doxorubicin: 45; IL1B NFkB inh cell count 2 µM: 151; NFkB transloc pot cell count 2 µM: 151

What do the screens show for `COc1cccc(-c2csc(NC(=O)C3CC3)n2)c1`?
IL1B NFkB inh: 1; NFkB transloc pot: -1; PLAP inhibition: 28%; MRP resist rev: 6; Bcl-B displacement: -6%; MRP resist rev cytotoxicity: 88; MRP resist rev with doxorubicin: 82; IL1B NFkB inh cell count 2 µM: 137; NFkB transloc pot cell count 2 µM: 137

Results for Cc1c(N=Cc2nc3ccccc3n2C)c(=O)n(-c2ccccc2)n1C ?
IL1B NFkB inh: -14; NFkB transloc pot: 14; PLAP inhibition: 5%; MRP resist rev: -32; Bcl-B displacement: -8%; MRP resist rev cytotoxicity: 46; MRP resist rev with doxorubicin: 78; IL1B NFkB inh cell count 2 µM: 181; NFkB transloc pot cell count 2 µM: 181

Results for Cc1ccc(-c2nnc(SCC(=O)N3CCN(c4ccccc4)CC3)o2)cc1 ?
IL1B NFkB inh: -14; NFkB transloc pot: 14; PLAP inhibition: -7%; MRP resist rev: 1; Bcl-B displacement: -1%; MRP resist rev cytotoxicity: 83; MRP resist rev with doxorubicin: 82; IL1B NFkB inh cell count 2 µM: 135; NFkB transloc pot cell count 2 µM: 135

What do the screens show for `CCOC(=O)CN1C(=O)C(=O)c2cccc(C)c21`?
IL1B NFkB inh: -14; NFkB transloc pot: 14; PLAP inhibition: 2%; MRP resist rev: -8; Bcl-B displacement: -4%; MRP resist rev cytotoxicity: 33; MRP resist rev with doxorubicin: 41; IL1B NFkB inh cell count 2 µM: 59; NFkB transloc pot cell count 2 µM: 59

What do the screens show for `Cc1c(N=C2NC(=O)C(CC(=O)Nc3ccc(Cl)cc3)S2)c(=O)n(-c2ccccc2)n1C` (configuration not stated)?
IL1B NFkB inh: 0; NFkB transloc pot: 0; PLAP inhibition: 15%; MRP resist rev: 13; Bcl-B displacement: -2%; MRP resist rev cytotoxicity: 104; MRP resist rev with doxorubicin: 91; IL1B NFkB inh cell count 2 µM: 115; NFkB transloc pot cell count 2 µM: 115

How did Cn1c(N)c(C(=O)c2ccccc2)c(=O)n(C)c1=O do in these assays?
IL1B NFkB inh: 7; NFkB transloc pot: -7; PLAP inhibition: 13%; Bcl-B displacement: 3%; IL1B NFkB inh cell count 2 µM: 145; NFkB transloc pot cell count 2 µM: 145

How did CN(Cc1ccco1)C(=O)C1CCC(=O)N1Cc1ccc(F)cc1 (configuration not stated) do in these assays?
IL1B NFkB inh: -2; NFkB transloc pot: 2; PLAP inhibition: -1%; MRP resist rev: -16; Bcl-B displacement: 7%; MRP resist rev cytotoxicity: 75; MRP resist rev with doxorubicin: 91; IL1B NFkB inh cell count 2 µM: 164; NFkB transloc pot cell count 2 µM: 164

How did Cn1c(=O)c2c(nc(CN3CCN(c4ccccc4)CC3)n2CCc2ccccc2)n(C)c1=O do in these assays?
IL1B NFkB inh: -8; NFkB transloc pot: 8; MRP resist rev: -12; MRP resist rev cytotoxicity: 68; MRP resist rev with doxorubicin: 80; IL1B NFkB inh cell count 2 µM: 169; NFkB transloc pot cell count 2 µM: 169

This is a subset; the hit share may differ from the screen's.
